MC4R barr agon: MC4R agonists recruiting beta-arrestin, primary screen, cell-based, luminescence, agonist arm of biased-ligand search; activation, % at 8.9 µM; Melanocortin receptor 4 (Homo sapiens), P32245; 360,000 compounds, 0.98% hits; AID 540308, 2011; U2OS MC4R beta-arrestin complementation; percent of melanotan II response, DMSO zero;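 active = activation above a per-plate cutoff, the mean activation of sample wells on that plate plus 3 SD, cut at about 8% in these data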
m5-HT2A agonist: mouse Htr2a agonists via beta-arrestin recruitment, primary screen, cell-based, luminescence; 5-hydroxytryptamine receptor 2A (Mus musculus), P35363; CHO-K1 mHTR2A beta-arrestin complementation; percent of 30 µM serotonin response; activation, % at 7.6 µM; 360,000 compounds, 0.66% hits;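 active = activation above a run cutoff, the mean activation of all tested compounds plus 3 SD, cut at about 14% in these data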;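 also: 0% = plate median of compound wells and 100% = 30 µM serotonin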
N-glyco inh: increase of ERlucT glycosylation luciferase signal, primary screen, N-linked glycosylation inhibitor project, D54 ERlucT cells, luminescence, set 2; reporter increase, % at 12.5 µM; AID 588692, 2011; D54 ERlucT glycosylation luciferase reporter, 24 h; percent of 100 nM tunicamycin response; 360,000 compounds, 0.23% hits;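 active = mean luciferase reporter signal, scaled so untreated is 0 and the glycosylation-blocking control 100, at or above a set limit in every replicate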;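 also: luciferase carries N-glycosylation sites so blocking glycosylation raises the light; 0% = median of neutral control wells and 100% = median of 100 nM tunicamycin wells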
ABHD5-PLIN5 inh: ABHD5-PLIN5 interaction inhibitors, primary screen, cell lysate, split luciferase complementation, luminescence | 360,000 compounds, 0.78% hits | Split G. princeps luciferase complementation, 4 h | AID 602281, 2012 | inhibition, % at 4 µM;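 active = inhibition above the mean inhibition across every tested compound plus 3 SD, cut at about 22% in these data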;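 also: 0% = DMSO only wells and the 100% control is not disclosed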
TLR9-MyD88 inh: inhibitors of TLR9-MyD88 association in cells, primary screen, cell-based, CHO, BLA complementation, fluorescence; 340,000 compounds, 0.21% hits; Toll-like receptor 9 (Homo sapiens) + Myeloid differentiation primary response protein …; CCF4 FRET ratio; inhibition, % at 4.98 µM;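 active = inhibition above the mean over all tested compounds plus 3 SD, cut at about 21% in these data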;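 also: 0% = DMSO only wells and 100% = clavulanate BLA inhibitor control wells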
Target sequence (Q99836 whole entry, looked up): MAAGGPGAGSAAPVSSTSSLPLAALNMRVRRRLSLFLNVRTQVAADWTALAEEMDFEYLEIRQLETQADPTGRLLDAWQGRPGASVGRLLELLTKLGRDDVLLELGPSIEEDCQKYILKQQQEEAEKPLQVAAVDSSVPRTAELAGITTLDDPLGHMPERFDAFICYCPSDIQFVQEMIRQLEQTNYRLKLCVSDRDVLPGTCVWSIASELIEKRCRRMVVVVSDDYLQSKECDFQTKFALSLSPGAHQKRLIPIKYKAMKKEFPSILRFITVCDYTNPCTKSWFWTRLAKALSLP
Target sequence (Q9NR96 whole entry, looked up): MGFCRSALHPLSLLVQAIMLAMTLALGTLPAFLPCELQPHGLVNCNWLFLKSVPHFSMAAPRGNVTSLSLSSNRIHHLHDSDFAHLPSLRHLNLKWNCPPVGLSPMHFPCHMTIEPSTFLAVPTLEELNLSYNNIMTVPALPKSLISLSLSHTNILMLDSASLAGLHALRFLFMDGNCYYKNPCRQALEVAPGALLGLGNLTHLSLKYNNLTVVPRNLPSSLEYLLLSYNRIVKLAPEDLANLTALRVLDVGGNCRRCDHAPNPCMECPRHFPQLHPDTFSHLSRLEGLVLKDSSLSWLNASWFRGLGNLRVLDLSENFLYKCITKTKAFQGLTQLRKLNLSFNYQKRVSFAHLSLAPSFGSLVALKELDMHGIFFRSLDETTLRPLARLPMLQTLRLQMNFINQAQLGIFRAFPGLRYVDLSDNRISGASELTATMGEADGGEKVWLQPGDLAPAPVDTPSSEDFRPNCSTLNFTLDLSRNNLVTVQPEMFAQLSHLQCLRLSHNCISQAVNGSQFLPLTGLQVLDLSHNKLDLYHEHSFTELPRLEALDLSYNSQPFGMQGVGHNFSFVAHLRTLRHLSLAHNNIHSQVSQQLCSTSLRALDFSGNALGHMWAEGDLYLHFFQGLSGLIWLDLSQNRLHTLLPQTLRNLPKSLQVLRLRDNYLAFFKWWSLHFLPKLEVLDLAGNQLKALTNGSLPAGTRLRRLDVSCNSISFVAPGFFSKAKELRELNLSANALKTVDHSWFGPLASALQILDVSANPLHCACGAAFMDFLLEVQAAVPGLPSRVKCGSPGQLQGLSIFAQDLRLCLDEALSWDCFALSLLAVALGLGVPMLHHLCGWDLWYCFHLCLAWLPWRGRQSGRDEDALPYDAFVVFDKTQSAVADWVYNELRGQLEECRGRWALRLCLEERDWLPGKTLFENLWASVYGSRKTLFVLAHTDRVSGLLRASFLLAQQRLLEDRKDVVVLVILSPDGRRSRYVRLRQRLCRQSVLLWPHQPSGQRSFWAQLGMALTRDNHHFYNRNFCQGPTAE
NOD2 RIPK2 PPI: NOD2-RIPK2 binding disruptors in cells, primary screen, fluorescence, CHO cells, BLA complementation | Receptor-interacting serine/threonine-protein kinase 2 (Homo sapiens), O43353 | CCF4 ratio | inhibition, % at 4.98 µM | 360,000 compounds, 0.38% hits | AID 624267, 2012; in the data active = inhibition above about 21%;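 also: 0% = vehicle only and 100% = reference blocker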
ABCB6 inh MLPCN: ABCB6 transporter inhibitors, primary screen, K562-ABCB6 cells, flow cytometry, MLPCN library | fluorescence ratio to DMSO, % at 10 µM | 360,000 compounds, 0.19% hits | ATP-binding cassette sub-family B member 6 (Homo sapiens), Q9NP58 | AID 602162, 2011 | K562-ABCB6 porphyrin accumulation, 1 h; stronger effect = lower value;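 active = fluorescence ratio to DMSO below 75%, the collection mean minus 3 SD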;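 also: signal is porphyrin accumulated inside mitochondria; 100% equals median channel fluorescence of DMSO control wells; lower ratio means ABCB6 inhibition with less porphyrin fluorescence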
NCOA2 inhibitor: inhibition of GAL4-SRC2 driven luciferase reporter, primary screen, SRC2 inhibitor project, cell-based, luminescence; HEK293 GAL4-SRC2 luciferase reporter; inhibition, % at 9 µM; 370,000 compounds, 0.17% hits;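 active = inhibition above the mean inhibition of all tested compounds plus 3 SD, set per campaign, cut at about 52% in these data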;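 also: 0% = DMSO treated cells and 100% = cells given Gossypol at 36 µM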
MC4R antag cAMP: MC4R antagonists of cAMP signaling, primary screen, cell-based, TR-FRET, antagonist arm of biased-ligand search; Melanocortin receptor 4 (Homo sapiens), P32245; MC4R-expressing cells, MTII-stimulated cAMP, LANCE TR-FRET; inhibition, % at 6.5 µM; 360,000 compounds, 0.48% hits; AID 540295, 2011;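 active = inhibition above its plate's cutoff, the mean of tested wells on that plate plus 3 SD, cut at about 29% in these data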;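 also: 0% = Melanotan II alone and 100% = Melanotan II plus saturating MCL0020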
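system = U2OS cells with stable human MC4R expression | also added = Melanotan II challenge after compound preincubation | dosing = one concentration, 6.5 µM nominal | incubation = compound 30 min, challenge 1 h, detection 1 h | measured by = TR-FRET with Eu-cAMP and labeled anti-cAMP, 671 nm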
Cardio protect: cardioprotection against H2O2-induced cell death, primary screen, uHTS, H9c2 cells, ATPLite luminescence. 360,000 compounds, 0.63% hits. H9c2 cardiomyocytes, H2O2 injury protection, 2 h. AID 588492, 2011. protection from H2O2 cell death, % at 20 µM;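 active = compounds giving at least 50% protection of heart cells from peroxide-induced death in the single-dose screen, raw or plate-pattern-corrected value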;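 also: 0% = DMSO wells with peroxide and 100% = DMSO wells without peroxide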
Starred values were filed as active, the others as inactive; · = no result given.

SMILES	MC4R barr agon	m5-HT2A agonist	N-glyco inh	ABHD5-PLIN5 inh	TLR9-MyD88 inh	NOD2 RIPK2 PPI	ABCB6 inh MLPCN	NCOA2 inhibitor	MC4R antag cAMP	Cardio protect
C=CCn1c(=O)c2ccccc2n2c(SCc3csc(-c4ccccc4)n3)nnc12	-0.6	0	2	-3	1	1	92	30	1	11
O=C(COC(=O)c1cc2ccccc2cc1O)Nc1ccccc1F	13*	4	0	-16	1	-1	90	-10	1	-9
Cc1cc(C)c(NN=c2c(=O)c3ccccc3c2=O)c(C)c1	-2.8	3	-3	-3	16	-7	101	-20	5	1
CC(=O)c1ccccc1NC(=O)c1ccc2c(c1)NC(=O)C(C)S2 (configuration not stated)	1.1	7	1	-4	-3	2	95	-57	-14	9
Cc1cc(=O)oc2c3c(cc(OCC(=O)N[C@@H](C)C(=O)O)c12)OC(C)(C)CC3	-0.9	4	0	5	-4	-2	101	17	-6	4
O=C1C2CCCCC2C(=O)N1Cc1ccccc1 (configuration not stated)	0.1	2	-1	1	0	5	97	-19	23	7
CN(C)Cc1csc(NC(=O)Nc2ccccc2Cc2ccccc2)n1	1.4	1	-2	7	·	-1	99	-8	1	4
CC(=O)Nc1ccc(CN2C(=O)C(CCc3ccccc3)ON=C2c2cnccn2)cc1 (configuration not stated)	-0.4	0	0	2	·	-26	96	-38	5	16
Cc1ccc(N2C(=O)[C@@H]3[C@H](C2=O)C2c4ccccc4C=NN2[C@@H]3C(=O)c2ccc(Cl)cc2)cc1 (some centres not stated)	-0.2	4	-4	-6	1	3	105	1	16	-6
COc1ccc(S(N)(=O)=O)cc1N(C)S(=O)(=O)c1ccccc1	-2.3	1	1	1	-4	-1	100	9	4	9
COC(=O)/C(=C\Nc1cccc(Cl)c1C)c1ncc(C(F)(F)F)cc1Cl	0.8	2	3	1	1	-5	103	-59	2	3
CC(=O)N1CCN(c2ccc(NC(=O)c3cccc(C)c3)cc2)CC1	3.7	2	1	8	0	-3	98	-26	0	4
CSc1nncn1/N=C/c1ccc2c(c1)OCO2	-0.2	5	0	-2	-9	0	95	1	10	2
CCCc1c(O)nc(SCCN(CC)CC)[nH]c1=O	-0.4	0	1	-3	0	-3	95	-15	3	0
OCCNc1nc(NCCC2=CCCCC2)nc(N2CCOCC2)n1	2.3	-2	-1	11	-12	-7	99	-24	3	-23
Cc1cc(O)cc(O)c1C=NCc1ccco1	7.0	7	2	10	5	-8	110	10	2	6
CSc1nc2cc(Oc3cccc(Cl)c3Cl)c(Cl)cc2[nH]1	1.2	1	-2	-3	-3	-3	97	29	0	-32
CCN(CC)C(=O)C(=O)Nc1cc(C(F)(F)F)ccc1Cl	0.9	2	-1	0	4	4	102	-13	2	-10
O=C1c2ccccc2CCCC12N=NCC2c1cccc2ccccc12 (configuration not stated)	-2.3	-1	-3	-6	-3	1	98	1	7	-12
CC(NC(=O)CN1C(=O)NC2(CCCCCCC2)C1=O)c1ccccc1 (configuration not stated)	-0.9	2	1	-1	-19	-8	95	3	6	1
S=C(Nc1ccc2cn[nH]c2c1)Nc1ccc(Cl)cc1Cl	-1.1	0	2	-9	1	-9	94	-22	3	-6
CCCCNC(=O)CS(=O)Cc1nc(-c2cccc(Cl)c2)oc1C (configuration not stated)	-1.2	0	1	1	2	-8	97	-32	2	8
CCOCCOC(=O)c1ccc(NC(=O)c2cc(OC)c(OC)c(OC)c2Br)cc1	-2.0	2	0	3	4	8	99	6	10	17
COc1cc(/C=C2\N=C(c3c(-c4ccccc4)noc3C)OC2=O)ccc1OC(C)=O	2.3	-1	2	2	-7	4	112	23	15	10
N#Cc1c2c(c(NCc3ccco3)n3c1nc1ccccc13)CCC2	-1.6	-2	1	7	1	-3	111	-16	9	4
CCCCNC(=O)N1CCN(Cc2cccc(F)c2)CC1	1.3	5	-1	13	11	-6	102	15	-4	4
COc1ccccc1N(C)c1cc2c(c3c1ccn3C)C1CCC2C1 (configuration not stated)	·	2	-1	-32	·	-3	97	-2	·	-9
O=C(COC(=O)c1ccccc1-c1ccccc1[N+](=O)[O-])c1ccccc1	-1.8	2	-1	-2	0	-11	100	-23	0	2
CC(=O)N/N=C/c1cc(C(C)(C)C)cc(/C=N/NC(C)=O)c1O	2.5	-8	0	-2	·	-1	105	26	-5	43
O=C(O)CC(CC(=O)Nc1nncs1)c1ccccc1 (configuration not stated)	-1.6	5	0	-2	-5	2	108	-14	7	3
C=CCn1c(SCC(=O)N2CCCCC2)nnc1-c1ccncc1	-1.6	2	3	-2	-7	-5	99	18	11	8
CCCNc1ncnc2c1cnn2C1CCCCO1 (configuration not stated)	-3.2	3	-1	-5	-8	-1	101	-21	0	2
COc1ccc(N2C(=O)CSC2c2ccc3c(c2)OCO3)c(OC)c1 (configuration not stated)	-2.0	1	·	-2	2	-7	93	-11	0	8
Cc1ccccc1NS(=O)(=O)c1nnc(NC(=O)CC(C)C)s1	0.1	-2	4	-13	-8	-10	99	1	11	0
O=C(Oc1cccc(N2C(=O)C3C4c5ccccc5C(c5ccccc54)C3C2=O)c1)c1ccco1 (configuration not stated)	0.3	-1	2	2	-1	-3	95	7	19	-7
CCN(CC)/C(Sc1ccccc1)=C(\C(Cl)=C(Cl)Cl)[N+](=O)[O-]	0.8	0	2	-4	1	9	103	-16	1	-2
COCCNC(=O)C1(C)CCCN(C(=O)c2ccco2)C1 (configuration not stated)	-1.7	-4	2	5	·	-4	101	4	5	-4
CSc1ccc(CN2CCN(Cc3ccc([N+](=O)[O-])cc3)CC2)cc1	0.7	-7	-3	7	2	-2	92	21	-1	-14
COc1cccc(NS(=O)(=O)c2ccc3c(c2)N(C(C)=O)CCS3)c1	-1.0	2	-2	2	-3	3	96	9	18	-8
CCOC(=O)c1c(NC(=O)c2ccc(N3C(=O)[C@@H]4[C@H](C3=O)[C@H]3C=C[C@@H]4C3)cc2)sc2c1CC(C)CC2 (some centres not stated)	-1.3	2	-5	-6	7	-6	68*	4	-2	-6
CC(=O)c1cc2c(cc1NC(=O)c1cc3nc(C(C)C)cc(C(F)(F)F)n3n1)OCO2	-0.2	3	-1	3	5	-4	97	-15	-3	9
CC(=O)c1ccc(N2CCN(S(=O)(=O)c3ccc4c5c3CC(=O)N5CC(C)S4)CC2)cc1 (configuration not stated)	0.4	-3	0	2	-5	-2	101	·	24	-8
COC(=O)CCC(=O)NNC(=O)c1ccc(Br)cc1	0.3	-1	4	-3	-5	0	97	-14	6	0
Cc1cc([N+](=O)[O-])ccc1NC1CCCC1	-2.8	16*	-4	3	-8	-1	95	-10	6	-11
CCO/C=C1\C(=O)N(c2ccccc2)C(=O)c2ccccc21	-3.4	-1	2	-2	5	-2	101	·	9	2
CCOc1ccc(C(=O)C(C)OC(=O)Cn2[nH]c(=O)c3ccccc3c2=O)cc1 (configuration not stated)	2.1	3	-1	9	9	-1	99	-20	2	41
CC(=O)NC1=NN(C(C)=O)C(C)(CC(=O)OC(C)(C)C)S1 (configuration not stated)	-2.7	4	2	4	-2	-3	93	-7	-7	0
Nc1ccccc1C#Cc1cnccn1	-0.7	-4	4	-5	0	-8	101	2	2	7
O=C(NCc1ccc(F)cc1)c1ccc(CS(=O)(=O)c2ccc(Br)cc2)o1	-2.0	-3	-2	7	-8	0	97	25	7	-5
COc1cccc(N=C2C(=O)N3CCCc4cccc2c43)c1	-2.1	2	2	1	9	-3	91	-12	5	4
CC(C)CN(C(=O)CSc1nnc2ccccn12)C1CCS(=O)(=O)C1 (configuration not stated)	-0.5	-1	1	-3	10	-11	97	15	4	-2
Cc1ccsc1C(=O)NNC(=S)NC1CCCCC1	-4.8	-4	1	-1	1	-1	95	-18	2	-3
COc1cccc2c1cc1c(=O)n(CC(=O)NCCCN3CCN(C)CC3)nc(C)n12	-1.1	2	3	6	4	-4	98	-27	11	8
CCN1C(=O)C2C(c3cccc(F)c3)NC(C)(C(=O)OC)C2C1=O (configuration not stated)	0.5	-5	2	3	-5	3	95	8	9	-1
Nc1ccc2nc(-c3cccs3)[nH]c2c1	-0.2	-1	-4	-6	-1	8	102	-27	1	66*
Cc1csc(NC(=O)CSc2nc(C)cs2)n1	-1.9	0	0	10	-3	-4	99	-12	11	5
Cc1ccc2nc(SCC(=O)NCc3ccco3)c(C)cc2c1	-1.9	2	2	1	-6	-1	89	-9	-3	4
C=CCNCc1ccc(C(=O)NCCCCCCC)cc1[N+](=O)[O-]	-1.2	-1	1	0	-2	4	97	4	3	-9
COc1ccc(-c2noc(CCCOc3ccc(Cl)cc3Cl)n2)cc1	0.0	-1	0	-5	-6	-8	105	11	5	-22
COc1ccc(CNC(=O)CSc2nc3ccc(C)cc3[nH]2)cc1	-0.3	-6	1	-1	-2	-2	103	4	23	-2

Record cards, as listed above:
COc1cccc(N=C2C(=O)N3CCCc4cccc2c43)c1 is listed with MC4R barr agon: -2.1; m5-HT2A agonist: 2; N-glyco inh: 2; ABHD5-PLIN5 inh: 1; TLR9-MyD88 inh: 9; NOD2 RIPK2 PPI: -3; ABCB6 inh MLPCN: 91; NCOA2 inhibitor: -12; MC4R antag cAMP: 5; Cardio protect: 4
CCOc1ccc(C(=O)C(C)OC(=O)Cn2[nH]c(=O)c3ccccc3c2=O)cc1 (configuration not stated) is listed with MC4R barr agon: 2.1; m5-HT2A agonist: 3; N-glyco inh: -1; ABHD5-PLIN5 inh: 9; TLR9-MyD88 inh: 9; NOD2 RIPK2 PPI: -1; ABCB6 inh MLPCN: 99; NCOA2 inhibitor: -20; MC4R antag cAMP: 2; Cardio protect: 41

(more compounds)
SMILES	MC4R barr agon	m5-HT2A agonist	N-glyco inh	ABHD5-PLIN5 inh	TLR9-MyD88 inh	NOD2 RIPK2 PPI	ABCB6 inh MLPCN	NCOA2 inhibitor	MC4R antag cAMP	Cardio protect
CC1(C)CC(=O)c2cnc(NCC3CCCO3)nc2C1 (configuration not stated)	-0.5	2	2	2	-1	-1	94	-49	3	-2
Cn1nc([N+](=O)[O-])nc1Oc1ccccc1F	-1.5	3	2	-4	4	-3	92	1	1	9
Cc1ccccc1S(=O)(=O)Oc1ccc2ccc(O)cc2c1	4.9	-1	5	-5	8	7	89	-18	2	-3
CCOc1ccc(NC(=S)c2ccc3ccccc3n2)cc1	-0.1	-6	1	-8	5	-2	99	-21	0	-10
Cc1noc2ncnc(Sc3ccccc3Cl)c12	-2.8	-2	22	14	20	28*	104	11	1	-13

Only part of the results is shown; the hit share may differ from the screen's.
